RTF Ca sens inh – cardiac RTF calcium desensitization; P19429+P45379; 340,000 tested, 0.12% active; AID 493244; IANBD-labeled cardiac RTF, Ca2+ fluorescence; inhibition, % at 7.15 µM;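 active = inhibition above the mean inhibition of all tested compounds plus 3 SD, cut at about 17% in these data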;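 note: assay run at fixed EC70 calcium of 1.6 mM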
Keap1-Nrf2 PPI – Keap1-Nrf2 (human) interaction inhibition | Keap1 Kelch-Nrf2 peptide fluorescence polarization, 1536-well | inhibition, % at 9.4 µM | 340,000 tested, 0.15% active; in the data active = inhibition above about 12%;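 note: human Keap1 Kelch domain with fluorescein labeled Nrf2 9mer peptide probe; 0% = neutral control wells and 100% = peptide positive control; higher means more block of Keap1 binding to Nrf2 peptide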
PKA-R2B act – activators of human PKA-R2B complex; P22694+P31323; PKA-R2B holoenzyme dissociation, Cy5-IP20 fluorescence polarization; R2B truncated from residue 108, S112A mutant; 0% DMSO only, 100% 113 µM cGMP; activation, % at 11.4 µM; 340,000 tested, 0.079% active; AID 504700;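 active = activation above a cutoff set at the mean over all compounds plus 3 SD, cut at about 18% in these data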;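 note: higher means more holoenzyme dissociation and a rise in polarization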
Target sequence (P31323 whole entry, looked up, other chains not shown, the tested form may be a part): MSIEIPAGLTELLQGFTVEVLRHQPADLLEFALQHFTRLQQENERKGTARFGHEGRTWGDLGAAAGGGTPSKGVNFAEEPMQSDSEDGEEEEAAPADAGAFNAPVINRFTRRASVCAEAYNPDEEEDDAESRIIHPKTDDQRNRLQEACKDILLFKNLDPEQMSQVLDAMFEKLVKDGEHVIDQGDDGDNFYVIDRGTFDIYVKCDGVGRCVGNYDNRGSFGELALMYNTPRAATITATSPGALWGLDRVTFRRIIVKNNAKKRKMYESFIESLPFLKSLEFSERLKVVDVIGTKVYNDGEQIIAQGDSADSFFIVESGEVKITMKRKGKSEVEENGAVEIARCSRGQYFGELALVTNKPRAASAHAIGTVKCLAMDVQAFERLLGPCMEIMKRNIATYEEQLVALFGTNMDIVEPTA
SR-BI HDL uptake – inhibitors of mouse SR-BI mediated HDL lipid uptake | Q61009 | ldlA[mSR-BI] CHO cells, DiI-HDL uptake fluorescence, 3 h | inhibition, % at 12.5 µM | 320,000 tested, 0.96% active | AID 488896;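 active = mean replicate inhibition of at least 70% and a set share of replicates each scoring 70 or more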;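 note: 0% = median of neutral control wells and 100% = median of positive control wells; values of inactives mirror those of a sister screen read the other way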
Target sequence (Q61009 whole entry, looked up): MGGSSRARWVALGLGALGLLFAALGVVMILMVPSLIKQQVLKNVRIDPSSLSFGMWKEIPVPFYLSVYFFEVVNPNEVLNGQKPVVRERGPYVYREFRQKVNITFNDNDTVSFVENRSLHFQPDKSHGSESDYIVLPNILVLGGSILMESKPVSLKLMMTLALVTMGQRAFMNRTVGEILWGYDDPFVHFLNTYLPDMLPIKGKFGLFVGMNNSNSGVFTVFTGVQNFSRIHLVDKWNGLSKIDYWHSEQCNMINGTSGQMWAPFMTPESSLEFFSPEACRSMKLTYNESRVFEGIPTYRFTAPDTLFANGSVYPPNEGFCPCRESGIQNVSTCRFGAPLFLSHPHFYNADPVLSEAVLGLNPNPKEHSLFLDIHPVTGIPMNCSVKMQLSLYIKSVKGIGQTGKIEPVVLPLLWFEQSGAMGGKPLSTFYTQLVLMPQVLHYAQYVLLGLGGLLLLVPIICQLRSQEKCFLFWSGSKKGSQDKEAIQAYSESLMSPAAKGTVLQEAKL
DAGLB inhibitor – diacylglycerol lipase beta (human) inhibition; HEK293T DAGLB membrane lysate, EnzChek fluorogenic substrate; inhibition, % at 5.17 µM; 340,000 tested, 0.059% active; in the data active = inhibition above about 34%;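 note: 0% = enzyme with vehicle and 100% = wells lacking enzyme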
Arrestin-AP2 inh – blocks beta-arrestin peptide binding to AP2 adaptin | 340,000 tested, 0.31% active | AID 504490 | inhibition, % at 10 µM | FITC-arrestin peptide / GST-AP2 beads, flow cytometry; AP2 beta2 appendage carries R879A mutation;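 active = inhibition above a set limit, near 3 SD of compounds lacking own fluorescence, cut at about 54% in these data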;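 note: plate controls were DMSO wells for no effect and 5 µM unlabelled arrestin peptide for full effect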
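Test system: GST-tagged AP2 beta2-adaptin appendage (R879A) on 4 µm glutathione beads; also added: fluorescein-tagged arrestin peptide at 50 nM final; timing: 12 min plus 1 h, RT; signal: flow cytometry, FL1 (488/535 nm); read-out: percent drop in bead-associated FITC signal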
LANA DNA inh – inhibitors of KSHV LANA C-terminal domain DNA binding | MBP-C-LANA/FAM-LBS DNA binding, fluorescence polarization | inhibition, % at 9 µM | 340,000 tested, 0.078% active;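 active = highest replicate inhibition at or above 60% at 9 µM, even if other replicates fall short; inactive = all replicates below 60% inhibition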;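 note: 0% = neutral control wells and 100% = 4 µM acridine orange control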
PvdQ acylase – P. aeruginosa PvdQ acylase inhibition. purified PvdQ acylase, fluorescence plate reader. inhibition, % at 10 µM. 340,000 tested, 0.063% active. AID 488965; in the data active = inhibition above about 30%, passing the limit was not always enough;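 note: 0% = vehicle neutral wells and 100% = reference inhibitor wells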
NSD2 inh – NSD2 (human) methyltransferase inhibition. NSD2 peptide methylation, AlphaScreen, 120 min. inhibition, % at 12.5 µM. 310,000 tested, 0.54% active; in the data active = inhibition above about 50%
SR-BI DiI-HDL act – SR-BI HDL lipid transfer activation | activation, % at 12.5 µM | CHO ldlA[mSR-BI] cells, DiI-HDL uptake fluorescence, 3 h; 100 = double the neutral-control signal | AID 504775 | 320,000 tested, 0.096% active;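 active = mean replicate activation of at least 60% and every replicate at or above 60%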;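 note: 0% = median plate neutral-control signal and 100% = twice that signal; values of inactives mirror those of a sister screen read the other way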
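material = CHO ldlA[mSR-BI] cells | medium = Ham's F12 with 0.5% BSA, HEPES 25 mM, pH 7.4 | reagent = fluorescent DiI-HDL, 10 µg/mL final | compound dosing = single-point compound dose | incubation = 3 h, 37 °C | measured by = bottom-read fluorescence, 550/595 nm | measure = HDL uptake via cellular fluorescence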
The depositor's hits bear a star; x = no result given; & = joins results of further samples.

SMILES	RTF Ca sens inh	Keap1-Nrf2 PPI	PKA-R2B act	SR-BI HDL uptake	DAGLB inhibitor	Arrestin-AP2 inh	LANA DNA inh	PvdQ acylase	NSD2 inh	SR-BI DiI-HDL act
CCOCCCNc1nc(-c2ccccc2)nc2ccccc12	2	0	-7	30	-9	21	-3.8	1	-1	-30
CN1CCN(NC(=O)c2ccc(S(=O)(=O)N3CC4(C)CC3CC(C)(C)C4)cc2)CC1 (centres undefined)	-2	-1	-11	x	0	-3	-1.3	9	-2	x
CS(=O)(=O)N1CCCC(C(=O)Nc2ccc(F)cc2)C1 (centres undefined)	-8	-4	4	20	-3	40	1.6	2	0	-20
COCCNC(=O)C(c1ccccc1)N(C(=O)Cn1nnc2ccccc21)c1cccnc1 (centres undefined)	-2	-7	-3	-2	-1	-3	-0.1	-10	-1	2
O=C1CN(C(=O)COc2ccccc2Cl)c2ccccc2N1	-5	-8	-3	2	1	-11	0.2	-16	-3	-2
O=C(O)CCCc1ccc2ccc3cccc4ccc1c2c34	2	2	-8	16	3	30	-2.0	7	-1	-16
COC(=O)c1ccc(C)c(NC(=O)CSc2sc3c(O)cc(=O)[nH]c3c2C#N)c1	6	1	11	-1	6	3	16	-12	28	1
CC(=O)c1cccc(S(=O)(=O)N2CCC(C(=O)O)CC2)c1	3	-2	-9	-19	0	24	1.5	9	4	19
CC1CN(CCn2cnc3c(N)ncnc32)CC(C)O1 (centres undefined)	0	-5	7	-17	2	-4	15	-2	-3	17
O=C1OC(c2ccccc2)C2(CCCC2)C(=O)C12CCCC2 (centres undefined)	-1	-3	-9	4	-4	-3	-1.6	3	5	-4
Cc1cc(NS(=O)(=O)c2cn(C)nc2C)no1	-3	-1	1	-7	-2	-4	-0.1	4	6	7
Cc1ccc(S(=O)(=O)Nc2ccncc2)c(C)c1N(C)S(=O)(=O)c1ccc(F)cc1	-4	-1	2	15	2	-6	0.8	-37	2	-15
CSc1nc(SCC(=O)NCc2ccco2)c2c3c(sc2n1)CN(C)CC3	-2	-7	-7	-7	0	15	-0.5	8	9	7
O=C1CC(SC(=Nc2ccccc2)Nc2ccccc2)C(=O)N1c1cccc2ccccc12 (centres undefined)	-3	-3	-7	93*	-35	-6	-1.2	-5	0	-93
COc1ccc(N=C2NN=C(c3ccc4c(c3)OCCO4)CS2)cc1	5	-5	-1	7	1	6	-1.2	-16	2	-7
O=S(=O)(c1ccc(Cl)cc1)N1CCN(Cc2ccc(O)c3ncccc23)CC1	2	-3	-4	33	7	6	-0.6	-8	2	-33
COc1ccc(OC)c(/C=C(\NC(=O)c2ccccc2)C(=O)N/N=C/c2ccc(C)s2)c1	5	-22	4	0	0	-4	-2.9	-4	3	0
CC(=O)c1sc(NC(=O)COc2ccc(Br)cc2)nc1C	1	0	-8	16	-2	-3	-1.0	-12	1	-16
Cc1coc2c(C)c3oc(=O)c(CCC(=O)NCCC(=O)O)c(C)c3cc12	2	-2	0	6	-1	0	-0.9	-8	0	-6
COC(=O)c1ccc(/C=C/c2c(-c3ccsc3)sc3ccccc23)cc1	4	-3	-7	79*	-3	-2	0.6	-11	x	-79
Cn1c(SCC(=O)N/N=C/c2ccccn2)nnc1-c1ccccc1	-5	-5	13	-2	1	-4	0.3	-14	-26	2
CCOC(=O)N1CCC(Nc2c(NCCN3CCN(Cc4ccccc4)CC3)c(=O)c2=O)CC1	-17	-1	5	0	3	-12	0.3	-1	-1	0
COc1ccc(CCn2cnc3c([nH]c4ccccc43)c2=O)cc1	-2	-5	-1	-3	3	2	-6.5	-12	x	3
Cc1cccc(C(=O)N2CCN(c3ccc(N4CCOCC4)nn3)CC2)c1	-5	2	8	x	-4	-7	-1.1	-13	-5	x
O=C1NC(c2cccs2)Nc2ccccc21 (centres undefined)	0	-2	2	-5	-3	-4	-0.4	-6	x	5
CC(=O)c1cc(F)c(N2CCN(C(=O)c3ccco3)CC2)cc1C	-8	0	4	23	0	-5	0.1	-10	0	-23
COc1cc(C(C)=O)ccc1OCC(=O)NCC(c1ccc(F)cc1)N1CCOCC1 (centres undefined)	5	-2	-10	6	1	13	0.0	-9	-9	-6
CCOC(=O)c1cc(-c2ccccc2)sc1NC(=O)CN1C(=O)c2ccccc2C1=O	4	0	-6	-6	-2	1	-2.7	-3	-2	6
Nc1ccc(S(=O)(=O)N2CCOCCOCCOCCOCCOCC2)cc1	-1	-1	-2	-36	-2	37	0.8	5	-7	36
COC(=O)c1sc(NC(=O)COc2c(C)cccc2C)nc1C	-13	3	-4	50	-7	11	7.4	8	-5	-50
Cc1ccccc1NS(=O)(=O)c1ccc(C(=O)NCC(c2ccco2)N(C)C)cc1 (centres undefined)	-4	0	-5	17	-1	-1	-0.4	-5	-3	-17
Cc1cc(Cl)c(S(=O)(=O)Nc2ccccn2)cc1OCC(N)=O	-2	3	-12	-40	0	22	0.8	-5	-5	40
COc1ccc(NC(=O)CC2C(=O)N(C)C(=S)N2Cc2cccs2)cc1 (centres undefined)	-4	-2	-7	-7	-2	4	2.2	-12	-3	7
CN(C)CCn1c(NCc2ccc3c(c2)OCO3)nc2ccccc21	3	4	-5	-36	-1	24	-0.3	6	4	36
CS(=O)(=O)c1ccc(Cl)c(NC(=O)c2cc(=O)[nH]c3ccc(S(=O)(=O)N4CCOCC4)cc23)c1	-5	0	3	-11	-1	5	0.4	-7	1	11
COc1ccc(/C=N/Nc2nc(N3CCCC3)nc(N3CCCC3)n2)cc1O	-16	-3	-7	30	1	5	1.1	-5	-2	-30
CCC(CC)NC(=O)COC(=O)CCC(=O)c1ccc(Cl)cc1	-4	-8	7	-10	1	-7	1.6	-20	1	10
Cc1ccc(NC(=O)NCCCN2CCCC2=O)cc1Cl	-2	0	3	0	-2	7	-0.3	-5	17	0
O=C(C1=C(O)C(=O)N(CC2CCCO2)C1c1cccc(O)c1)c1ccco1 (centres undefined)	-2	-5	-2	x	-1	-3	0.1	-11	2	x
NS(=O)(=O)c1ccc(CCNC(=O)CCC(=O)c2cccs2)cc1	-1	-2	3	-10	1	-13	-0.2	-6	0	10
COc1ccc(N(CC(=O)N/N=C/c2cc(OC)ccc2OC)S(=O)(=O)c2ccccc2)cc1	-6	-7	-4	52	1	-9	0.5	-13	0	-52
CN(CCCC(=O)NCc1ccccc1)S(=O)(=O)c1ccc([N+](=O)[O-])cc1	-7	6	5	8	1	19	-0.8	-6	0	-8
COc1ccc2c(C=Nc3c(C)n(C)n(-c4ccccc4)c3=O)c(O)n(Cc3ccco3)c(=O)c2c1	-2&-11	0&-2	-7&-3	2&2	4&1	5&0	-0.9&0.3	-5&-15	1&-1	-2&-2
COCCN(C(=O)CC(C)(C)C)c1nnc(-c2cccnc2)s1	-1	2	6	x	-3	13	-0.6	-1	-7	x
O=C1NC2(CCCC2)C(=O)N1CCS(=O)(=O)Oc1ccccc1	-4	-3	-9	-7	-1	4	-0.3	0	-2	7
COc1ccc(OCc2cc(C(=O)NC3CCc4ccccc43)no2)c(Cl)c1 (centres undefined)	2	1	-4	4	-6	-15	-0.5	-4	0	-4
Cn1c(SCC(=O)NNC(=O)c2ccc(Cl)cc2)nnc1-c1cccnc1	0	-2	-9	7	0	2	-0.5	-10	-6	-7
O=C(c1c(Cl)cccc1Cl)N1CCN(c2cccc3[nH]ccc23)CC1	-5	1	5	-10	2	-7	1.3	-14	4	10
COc1ccc(-c2cc(C(F)(F)F)nc(N3CCN(C)CC3)n2)cc1	-32	4	-6	18	-5	1	-1.2	-8	-1	-18
CCOc1ccc2nc(NC(=O)Cn3c(C)csc3=O)sc2c1	-6	x	-10	9	3	-5	x	-12	2	-9

The list goes on.
SMILES	RTF Ca sens inh	Keap1-Nrf2 PPI	PKA-R2B act	SR-BI HDL uptake	DAGLB inhibitor	Arrestin-AP2 inh	LANA DNA inh	PvdQ acylase	NSD2 inh	SR-BI DiI-HDL act
C=C1SC(=Nc2ccccc2Cl)N(C(=O)c2sc3ccccc3c2Cl)C1(C)C	-4	2	-3	9	-9	19	-0.6	-2	-2	-9
Cc1ccc2nc(-c3ccccc3)cc(C(=O)O)c2c1	-8	-5	-4	-10	1	6	-1.2	-12	3	10
O=c1[nH]c(=O)n(C2OC(CO)C(O)C2O)cc1N1CCOCC1 (centres undefined)	4	-1	-6	-8	-1	22	3.0	7	0	8
C[C@@H]1C2CC(C/C2=N\NC(=O)c2ccncc2)C1(C)C (some centres undefined)	-3	-4	7	-29	0	10	-0.6	-7	-4	29
COc1ccc(OC)c(NC(=O)N2CCc3ccccc3C2)c1	0	-2	-2	28	-2	5	-0.6	0	4	-28
CCOC(=O)c1sc(NC(=O)c2ccc(S(=O)(=O)N(CC)CC)cc2)nc1C	3	1	-4	33	-3	-4	-2.3	7	18	-33
COc1ccc(-c2nnc(SCC(=O)c3[nH]c(C)c(C(C)=O)c3C)o2)cc1	1	0	2	2	-1	-3	1.1	-14	-4	-2
CN(Cc1nc(-c2ccc(Cl)cc2)no1)C(=O)CCN1C(=O)[C@H]2CC=CC[C@H]2C1=O	-2	0	-4	14	-1	1	-1.1	-1	-3	-14
CC(=O)Nc1ccc(S(=O)(=O)N2CCCC2)cc1	-1	-4	13	-22	2	-4	0.0	-9	-3	22
CCOc1ccccc1NC(=O)CC(O)(C(F)(F)F)C(F)(F)F	6	3	-1	4	1	1	-0.2	-3	-1	-4
COc1cc(/C=N/n2nnnc2N)ccc1OCC(N)=O	-16	0	1	-14	-2	-13	-0.6	-7	x	14
O=C(NC(=S)Nc1ccc(N2CCOCC2)cc1)c1cccc(Cl)c1Cl	-4	3	-4	-5	2	11	0.1	-11	-3	5
COc1ccc(C(=O)NCCS(=O)(=O)N2CCOCC2)cc1	-15	1	4	8	-2	3	1.3	-6	-2	-8
Cc1cc(OCCCC(=O)NC2=NCCS2)ccc1Cl	17*	-4	-15	29	-2	-16	0.2	-6	9	-29
CCc1cc(-c2n[nH]c(CCC(=O)O)c2-c2nc3ccccc3n2C)c(O)cc1O	-3	-1	8	15	2	10	0.6	-16	-2	-15
COc1cc(C(=O)Nc2cccc(-c3nc4ccccc4o3)c2C)cc(OC)c1OC	-9	1	-12	57	-4	17	1.1	-4	3	-57
O=C(CCCOc1ccccc1)Nc1cccnc1	5	0	-13	-14	0	2	-0.8	-15	-3	14
